High-throughput results (PubChem BioAssay)
DAGLB inhibitor = blocks human DAGLB lipase activity; Q8NCG7; HEK293T DAGLB membrane lysate, EnzChek fluorogenic substrate; inhibition, % at 5.17 µM; 340,000 compounds, 0.059% hits; in the data active = inhibition above about 34%;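 also: 0% = enzyme with vehicle and 100% = wells lacking enzyme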
Target sequence (Q8NCG7 whole entry, looked up): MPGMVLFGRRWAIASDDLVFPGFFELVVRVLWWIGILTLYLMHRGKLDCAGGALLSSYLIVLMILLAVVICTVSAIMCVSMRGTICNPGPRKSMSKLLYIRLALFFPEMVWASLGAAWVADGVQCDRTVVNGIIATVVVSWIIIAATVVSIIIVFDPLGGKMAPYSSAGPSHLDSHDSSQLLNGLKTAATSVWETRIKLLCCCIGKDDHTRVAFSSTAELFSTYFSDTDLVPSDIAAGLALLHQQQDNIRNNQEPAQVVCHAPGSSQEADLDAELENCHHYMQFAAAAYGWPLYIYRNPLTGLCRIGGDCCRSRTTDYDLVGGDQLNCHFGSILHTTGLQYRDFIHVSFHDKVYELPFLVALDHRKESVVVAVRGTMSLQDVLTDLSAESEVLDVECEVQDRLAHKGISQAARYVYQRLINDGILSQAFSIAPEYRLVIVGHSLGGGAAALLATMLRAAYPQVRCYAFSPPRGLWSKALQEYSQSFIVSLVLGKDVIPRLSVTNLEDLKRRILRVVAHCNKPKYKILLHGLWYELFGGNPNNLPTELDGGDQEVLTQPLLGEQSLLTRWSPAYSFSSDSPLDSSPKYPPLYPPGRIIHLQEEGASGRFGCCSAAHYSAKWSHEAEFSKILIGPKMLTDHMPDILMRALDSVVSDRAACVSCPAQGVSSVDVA
RTF Ca sens act = increases calcium sensitivity of human cardiac regulated thin filaments | P19429+P45379 | IANBD-labeled TnC RTF fluorescence at EC20 calcium; 0% EC20 calcium, 100% full calcium | activation, % at 7.2 µM | 340,000 compounds, 0.24% hits;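 active = activation above the mean over all tested compounds plus 3 SD, cut at about 30% in these data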;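 also: rise in fluorescence read as greater calcium sensitivity of cardiac thin filaments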
PKA-R2B act = activators of human PKA-R2B complex. P22694+P31323. PKA-R2B holoenzyme dissociation, Cy5-IP20 fluorescence polarization; R2B truncated from residue 108, S112A mutant; 0% DMSO only, 100% 113 µM cGMP. activation, % at 11.4 µM. 340,000 compounds, 0.079% hits;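 active = activation above a cutoff set at the mean over all compounds plus 3 SD, cut at about 18% in these data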;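 also: higher means more holoenzyme dissociation and a rise in polarization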
Target sequence (P31323 whole entry, looked up, other chains not shown, the tested form may be a part): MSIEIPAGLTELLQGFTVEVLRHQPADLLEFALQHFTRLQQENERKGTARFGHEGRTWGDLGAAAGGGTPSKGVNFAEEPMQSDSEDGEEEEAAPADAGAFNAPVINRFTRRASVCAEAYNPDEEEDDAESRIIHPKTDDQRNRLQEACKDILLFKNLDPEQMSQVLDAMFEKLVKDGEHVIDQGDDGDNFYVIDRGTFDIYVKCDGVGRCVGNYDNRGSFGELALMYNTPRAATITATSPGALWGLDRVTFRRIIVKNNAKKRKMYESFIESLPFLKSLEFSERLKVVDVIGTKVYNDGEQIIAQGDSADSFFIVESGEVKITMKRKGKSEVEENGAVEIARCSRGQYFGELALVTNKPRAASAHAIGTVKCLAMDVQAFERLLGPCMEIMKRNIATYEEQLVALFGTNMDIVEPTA
CAL PDZ FP-1 = CAL PDZ (human) peptide binding inhibition | Q9HD26 | purified CAL PDZ, TMR-peptide fluorescence polarization, 1 h | inhibition, % at 24.9 µM | 300,000 compounds, 0.92% hits | AID 602252;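 active = mean inhibition of at least 30% with at least half of replicates also reaching 30%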;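 also: 0% = DMSO neutral control and 100% = excess unlabeled competitor peptide PRC23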
SR-BI DiI-HDL act = enhances SR-BI lipid uptake from DiI-HDL; CHO ldlA[mSR-BI] cells, DiI-HDL uptake fluorescence, 3 h; 100 = double the neutral-control signal; 320,000 compounds, 0.096% hits; activation, % at 12.5 µM;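 active = mean replicate activation of at least 60% and every replicate at or above 60%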;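 also: 0% = median plate neutral-control signal and 100% = twice that signal; values of inactives mirror those of a sister screen read the other way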
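Material: SR-BI-overexpressing, LDLR-lacking CHO cells | Dosing: Single compound concentration, delivered by pin transfer | Probe or stimulus: Labelled HDL, 10 µg/mL | Signal: Bottom-read cell fluorescence after medium removal, ex 550/em 595 nm | Schedule: 3 h, 37 °C | Evaluation: HDL uptake via cellular fluorescence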
CAL PDZ FP-2 = human CAL PDZ-peptide interaction inhibition; purified CAL PDZ, TMR-peptide fluorescence polarization, 1 h; Q9HD26; 330,000 compounds, 0.02% hits; inhibition, % at 20 µM; AID 504414;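 active = highest replicate inhibition of at least 40%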;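 also: plate controls were DMSO neutral control wells for no effect and unlabeled competitor peptide control wells for full effect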
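Test system: purified CerCALP PDZ construct; Compound dosing: one concentration, 20 µM compound; Also added: TMR-labelled reporter peptide T*-PRC34 bound in PDZ groove; Read-out: inhibition from polarization loss; Controls: unlabelled peptide and DMSO controls; Signal: FP readout, S and P plane fluorescence; Incubation: 1 h at RT.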
C-LANA FP = blocks KSHV LANA C-terminal domain binding to DNA | MBP-C-LANA/FAM-LBS DNA binding, fluorescence polarization | 340,000 compounds, 0.078% hits | inhibition, % at 9 µM;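 active = highest replicate inhibition at or above 60% at 9 µM, even if other replicates fall short; inactive = all replicates below 60% inhibition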;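 also: 0% = neutral control wells and 100% = 4 µM acridine orange control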
Keap1 Nrf2 FP = Keap1-Nrf2 (human) interaction inhibition | Q14145 | Keap1 Kelch-Nrf2 peptide fluorescence polarization, 1536-well | inhibition, % at 9.4 µM | 340,000 compounds, 0.15% hits | AID 504523; in the data active = inhibition above about 12%;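 also: human Keap1 Kelch domain with fluorescein labeled Nrf2 9mer peptide probe; 0% = neutral control wells and 100% = peptide positive control; higher means more block of Keap1 binding to Nrf2 peptide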
RTF Ca sens inh = cardiac RTF calcium desensitization. IANBD-labeled cardiac RTF, Ca2+ fluorescence. AID 493244. inhibition, % at 7.15 µM. P19429+P45379. 340,000 compounds, 0.12% hits;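 active = inhibition above the mean inhibition of all tested compounds plus 3 SD, cut at about 17% in these data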;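 also: assay run at fixed EC70 calcium of 1.6 mM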
Rtt109 HAT inh = inhibitors of Candida albicans Rtt109/Vps75 histone acetyltransferase; Q5AAJ8; purified Rtt109/Vps75, ThioGlo CoA-SH fluorescence, 4 h; inhibition, % at 34.9 µM; 330,000 compounds, 0.16% hits; AID 540336;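 active = inhibition of at least 50% in every replicate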
Numbers without * were called inactive; · = not tested or not shown.

Molecule,Keap1 Nrf2 FP,RTF Ca sens inh,DAGLB inhibitor,RTF Ca sens act,PKA-R2B act,C-LANA FP,CAL PDZ FP-2,SR-BI DiI-HDL act,CAL PDZ FP-1,Rtt109 HAT inh
CC(Sc1nc2ccc(Br)cc2[nH]1)C(=O)O (centres undefined),-2,-10,-3,4,-3,0.3,-0.8,21,·,-2
CCCCSc1nnc(CCNC(=O)OC(C)(C)C)o1,-7,4,-2,-8,-6,0.6,-0.3,-6,·,11
COc1ccc(-c2nc3ccccn3c2C=O)cc1,-4,-9,0,4,-2,1.0,-0.6,8,1,6
CCN1C(=O)C(=O)N(CC(=O)N(C)CC(=O)Nc2ccccc2Cl)C1=O,-4,-11,-1,-5,-15,-0.4,-1.1,14,3,6
CN(C)c1nc(N)c2nccnc2n1,-2,-2,0,-4,-2,-1.5,-0.9,13,-3,-13
CCCOCC(O)CC(Cc1ccccc1)C(=O)NN (centres undefined),-3,-15,-3,1,3,-0.3,-1.5,17,-5,-3
COc1ccccc1NC(=O)CSc1nnc(-c2ccccc2)o1,-3,-7,-9,0,2,0.3,-0.4,9,-4,-8
O=C(CN1C(=O)c2ccccc2C1=O)OCc1nc2ccsc2c(=O)[nH]1,3,-9,0,-2,-6,2.4,0.8,22,-3,0
Cc1cc2c(cc1S(=O)(=O)N(C)c1ccccc1)n(C)c(=O)n2C,2,-7,-1,-4,5,0.3,·,17,-1,5
COc1ccc(C2(C(=O)NC3CCCCC3)CCOCC2)cc1OC,5,9,0,6,-13,15,·,2,-2,-14
CC(=Nc1ccccc1C)C1=C(O)CSC1=O,4,0,0,4,-6,2.6,-2.2,3,0,7
CN(C)CCNC(=O)c1cc2c(s1)-c1ccc(Cl)cc1SC2,-3,-3,3,-4,6,-13,-5.6,-35,-10,4
COc1ccc(OCc2nnc(NC(=O)Nc3ccc(F)cc3)s2)cc1,2,-50,-1,-1,5,-1.0,-2.3,-7,1,·
COC(=O)c1sc2cc([N+](=O)[O-])cc(SCC(C)C)c2c1N,-4,-25,-3,4,-6,0.8,0.1,-33,1,10
C=CCn1c(SCC(=O)Nc2sccc2C(N)=O)nc2sc(CC)cc2c1=O,-4,-5,1,-8,-13,0.7,·,-36,0,0
Cc1noc(C)c1CSCC(=O)Nc1ccccc1N1CCCC1,-1,-2,-5,-1,-10,-0.4,1.2,-5,·,-5
O=C(OCCN=C1NS(=O)(=O)c2ccccc21)c1cccc([N+](=O)[O-])c1,4,5,-2,-7,-15,-0.8,-2.3,·,-4,5
O=C(COc1cccc2c1CCN(Cc1ccc(Br)cc1)C2=O)NCc1ccco1,-3,3,0,-3,3,-0.8,-0.8,-3,-1,2
CCn1c(C)nc2cc(S(=O)(=O)N3CCCC3)ccc21,3,-16,2,-8,2,3.0,-1.2,12,-1,-3
Cc1ccccc1C(=O)NNC(=O)CSc1nc(-c2ccccc2)cc(=O)[nH]1,-1,-1,0,-2,-9,-0.7,0.0,3,-1,11
Cc1cccc(NC(=O)c2n[nH]c([N+](=O)[O-])c2Br)c1C,-5,7,8,-3,4,0.8,-0.2,5,-3,2
CC[C@@H]1C(c2cccc(Cl)c2)=NN(c2ccc(Br)cc2)[C@H]1C(=O)N1CCOC1=O,3,-3,-2,-5,-8,-0.1,-0.1,-11,-1,-5
CN(NC(=O)/C=C/C(=O)O)c1ncc(C(F)(F)F)cc1Cl,3,-14,-3,1,0,0.9,-0.1,11,3,·
Cc1ccc(C(=O)NCC(=O)Nc2ccc(Cl)cc2)s1,-4,2,-3,7,4,0.7,-0.7,-5,-5,5
CCC(=O)Nc1cccc(C2=NOC3(C2)C[C@@H](C(N)=O)N(C(=O)CC)C3)c1 (some centres undefined),0,-7,-2,-1,-5,0.9,0.8,9,-1,-13
O=c1oc(CCCO)cc2ccc(Br)cc12,2,-8,-3,-4,1,0.2,-0.1,37,-1,4
O=C(COc1ccc(Br)cc1)N(Cc1cccs1)C1CCS(=O)(=O)C1 (centres undefined),-2,-2,0,-6,-4,-0.6,-2.5,-11,-2,0
O=C(C[C@@H]1C/C=C\C[C@H](NC(=O)OCC2c3ccccc3-c3ccccc32)C(=O)OC[C@H]2CCCN2C1=O)NCCO,-2,0,-1,7,6,3.2,-2.6,5,-4,1
Cc1cccc(NC(=O)CSc2nc3nc(C)cc(C)c3c(=O)[nH]2)c1,-1,-5,3,-2,-9,2.7,-0.1,19,0,-8
Cc1nnc(-c2cnn(C)c2N)n1CCCN1CCOCC1,-2,-2,0,1,-1,0.0,-1.8,-7,-3,0
Cc1ccc(S(=O)(=O)NCCn2nc(C)nc2C)cc1,-5,-3,1,4,-1,-0.5,-1.2,6,0,4
CCOC(=O)c1c(C)n(CC(O)CN(C)C)c2cc(Br)c(OC)cc12 (centres undefined),0,-7,0,-4,0,-3.8,-3.9,-1,-8,14
CN(C)CCNC(=O)c1scc2c1CCCC2,-2,4,-1,-1,5,-0.1,-0.5,·,3,-7
COc1cc(S(=O)(=O)Nc2ccccc2C(=O)N2CCCCC2)ccc1NC(C)=O,-6,2,3,-1,-4,-0.3,-1.6,25,·,0
O=C(Nc1ccc(CN2CCCCC2)cc1)Nc1ccccc1Cl,4,-6,1,-3,2,1.5,-2.8,30,-3,2
Cc1cc(=O)oc2cc(OCC(=O)NCCc3ccccc3)ccc12,-2,0,-1,-5,-15,0.1,-2.2,17,7,7
O=C(Oc1cccc(OC(=O)N2CCCCC2)c1)N1CCCCC1,-5,-4,-5,3,-2,0.5,-1.4,15,-1,1
CC(NC(=O)/C(C#N)=C/c1cn[nH]c1-c1ccccc1)c1ccccc1 (centres undefined),-3,-4,-5,2,-8,-1.0,·,-22,-5,3
Fc1ccccc1-c1n[nH]c(=S)n1Cc1ccccc1,-1,-10,2,2,-3,-2.0,-0.2,-9,-24,-5
CC(Oc1ccccc1)c1ccnn1S(C)(=O)=O (centres undefined),2,1,1,-4,-8,-2.1,-2.7,7,2,-1
O=C(NNC(=O)c1ccccc1-n1cccc1)c1ccc(F)cc1,0,-1,1,-1,-10,-1.7,-0.5,24,·,0
CSCc1c(C(=O)Nc2ccc3c(c2)OCO3)oc2ccccc12,-4,6,2,-7,-5,-0.1,-0.8,-8,-3,-10
CN(Cc1cccs1)CC(O)COCc1ccco1 (centres undefined),1,-5,0,-1,9,-1.0,0.1,22,-4,6
COc1ccc(N2C(=O)C3C(c4ccc(C(=O)O)cc4)NC(Cc4ccccc4)(C(=O)O)C3C2=O)c([N+](=O)[O-])c1 (centres undefined),1,-2,2,-4,-6,1.2,-2.6,-5,-1,-2
Cc1nc(SCC(=O)N(CC(C)C)C2CCS(=O)(=O)C2)c(C#N)c(C)c1C (centres undefined),-3,-6,1,-6,-7,-1.0,0.3,-20,-5,1
Cc1ccc(C(=O)CCC(=O)Nc2cccc(C(F)(F)F)c2)cc1C,2,-6,-13,-4,-7,3.3,-0.2,12,1,4
Cc1cc(C)n2[nH]c(=O)c(N=Nc3cccc(C(F)(F)F)c3)c2n1,2,-4,5,-2,-13,-2.7,0.2,3,-4,-21
O=C(CN1CCN(CC(=O)Nc2ccc(OCc3ccccc3)cc2)CC1)Nc1ccc(F)cc1,-5,1,-1,2,5,-1.8,-0.8,451*,·,7
CC(=O)Nc1ccc2sccc2c1,3,-11,-2,0,-17,2.8,-0.8,12,-9,-5
CCN(CC)CCC(c1cc(OC)c(OC)c(OC)c1)c1c(OC)cc(OC)c2c(C)cc(=O)oc12 (centres undefined),-7,-1,-4,1,-4,0.3,-1.6,17,1,-8
COc1ccc(C(=O)OCC(=O)Nc2ccc3c(c2)OCCO3)c(OC)c1,0,-5,-3,0,-5,-0.7,-1.5,3,2,-3
COc1ccc2[nH]c(=O)c(CN(C)C(=O)c3ccncc3)cc2c1,-3,-4,1,0,5,-0.7,-1.6,9,·,-4
Cn1cc(CN2CCC(n3nccc3NC(=O)c3ccccc3Cl)CC2)c2ccccc21,1,3,-3,-4,6,-3.7,-2.2,-30,-4,15
CN1CCN(c2ncnc3sc(-c4ccccc4)cc23)CC1,1,5,-2,4,-1,-1.3,-6.9,-4,-3,10
CC(=O)Nc1ccc(S(=O)(=O)N(C)CC(=O)Nc2cccc(S(=O)(=O)N3CCCC3)c2)cc1,-1,-7,0,-14,-3,1.8,-2.0,29,-2,-11
CC1CCCN(S(=O)(=O)c2ccc(NC(=O)C3CC(=O)N(c4ccccc4)C3)cc2)C1 (centres undefined),1,-4,-2,-6,8,-2.0,-2.6,·,-4,10
CC(C)(C)S(=O)N1Cc2cc(CO)cc(CCO)c2[C@H]1CCO (some centres undefined),-1,-3,-3,-7,4,2.1,-0.6,9,-5,-5
O=C(CSc1nnnn1-c1ccc(O)cc1)Nc1ccc(N2CCOCC2)c(Cl)c1,3,-2,-1,-7,-1,-0.5,-0.5,1,5,5
COc1ccccc1Oc1ccc2c(c1)C(=O)N(c1ccc(O)cc1)C2=O,-6,-7,-1,1,6,0.9,-1.9,-19,-4,2
NS(=O)(=O)c1ccc(CCNC(=O)c2ccc(Br)s2)cc1,1,-5,-1,0,-8,-0.2,-1.1,-9,-1,8

Next section; it opens with the 2 that closed the last part.
Molecule,Keap1 Nrf2 FP,RTF Ca sens inh,DAGLB inhibitor,RTF Ca sens act,PKA-R2B act,C-LANA FP,CAL PDZ FP-2,SR-BI DiI-HDL act,CAL PDZ FP-1,Rtt109 HAT inh
COc1ccccc1Oc1ccc2c(c1)C(=O)N(c1ccc(O)cc1)C2=O,-6,-7,-1,1,6,0.9,-1.9,-19,-4,2
NS(=O)(=O)c1ccc(CCNC(=O)c2ccc(Br)s2)cc1,1,-5,-1,0,-8,-0.2,-1.1,-9,-1,8
CCOC(=O)C1=C(C)NC2=C(C(=O)CC(C)(C)C2)C1c1cccc(C)n1 (centres undefined),2,-5,-1,-4,-4,1.7,0.5,-3,11,-8
O=C(Nc1nnc(SCC(=O)N2CCCc3ccccc32)s1)c1ccc2ccccc2c1,1,-14,5,-1,-10,-0.1,-1.3,-18,-1,5
O=C(O)c1ccc(Oc2ccccc2)o1,1,1,2,1,-12,-0.4,-0.4,7,-8,-5
COc1ccc(CCN2CCCC(CN(C)C(=O)c3ccoc3C)C2)cc1 (centres undefined),2,-1,-1,2,-6,-0.5,-1.2,9,2,-18
N#C/C(=C\c1ccco1)C(=O)Nc1ccc(S(N)(=O)=O)cc1,2,1,0,3,5,0.4,-0.5,0,-5,-7
